Source: PubChem BioAssay (National Center for Advancing Translational Sciences (NCATS))
NPSR antagonist: neuropeptide S receptor (human) antagonism, cAMP; 220,000 compounds, 1% hits; CHO-NPSR cells, cAMP TR-FRET, antagonist mode; Potency, µM (top dose mostly 38.3 µM), for inactives: top-dose activity change, negative = inhibition, actives largely listed as inhibitors; further: on the % scale 0 is the no-effect control and ±100 the full control effect; nearly all actives have a fitted effect of over 50% in size; many of its hits are not listed in these tables
GAA inh: blocks human lysosomal alpha-glucosidase. P10253. purified human GAA, 4-MU-alpha-glucoside fluorescence. 200,000 compounds, 0.005% hits. Potency, µM (highest dose often 76.9 µM), for inactives: at the highest dose activity change, negative = inhibition, most hits filed as inhibitors;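 further: plate controls were uninhibited enzyme wells for no effect and no-enzyme background for full effect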
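Read-out is 4-methylumbelliferone fluorescence (Ex 365/Em 440 nm) after NaOH/glycine stop at pH 10. Enzyme 4 nM, substrate 400 uM, pH 5.0 citrate buffer, 20 min room temperature; AC50 from Hill-equation concentration-response.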
Epigenetic derep: regulators of epigenetic silencing causing reporter derepression in mouse cells | murine LDR cells, GFP reporter derepression, 30 h | Potency, µM (titrated, usually from 53.9 µM), for inactives: at the highest dose GFP activation, most hits filed as activators | 280,000 compounds, 0.2% hits | AID 1865; further: % of control where 0% means no effect; nearly all actives have a fitted effect of over 60% in size
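Murine LDR cells bearing a silenced CMV-driven GFP reporter were exposed to compound for 30 h at 37 C. After PBS washes, GFP-positive cells (20-120 um objects) counted by laser-scanning microplate cytometry.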
GAA glycogen mod: inhibitors or activators of human alpha-glucosidase glycogen cleavage | P10253 | recombinant GAA, glycogen substrate, Amplex Red glucose oxidase fluorescence | Potency, µM (series often up to 76.4 µM), without a hit: top-dose activity change, negative = inhibition, actives largely listed as inhibitors | 300,000 compounds, 0.38% hits;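 further: 0% = full enzyme reaction and -100% = no-enzyme basal signal; the screen sought inhibitors and activators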
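qHTS, 1536-well; enzyme 4 nM final; cpd up to 77 uM; substrate bovine liver glycogen 30 ug; 50 mM citrate/phosphate pH 5.0, 0.01% Tween-20; 37 C, 40 min; Amplex Red detection 45 min RT; Hill fit → AC50.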
aGal spleen mod: inhibitors or activators of human alpha-galactosidase in spleen homogenate | human spleen homogenate, 4MU-alpha-Gal fluorescence, 40 min | P06280 | 240,000 compounds, 0.008% hits | AID 2107 | Potency, µM (highest dose often 80 µM), without a hit: at the top dose activity change, negative = inhibition, most hits filed as inhibitors;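 further: 0% = enzyme with vehicle and -100% = no enzyme basal signal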
Target sequence (P06280 32-429 limits assumed): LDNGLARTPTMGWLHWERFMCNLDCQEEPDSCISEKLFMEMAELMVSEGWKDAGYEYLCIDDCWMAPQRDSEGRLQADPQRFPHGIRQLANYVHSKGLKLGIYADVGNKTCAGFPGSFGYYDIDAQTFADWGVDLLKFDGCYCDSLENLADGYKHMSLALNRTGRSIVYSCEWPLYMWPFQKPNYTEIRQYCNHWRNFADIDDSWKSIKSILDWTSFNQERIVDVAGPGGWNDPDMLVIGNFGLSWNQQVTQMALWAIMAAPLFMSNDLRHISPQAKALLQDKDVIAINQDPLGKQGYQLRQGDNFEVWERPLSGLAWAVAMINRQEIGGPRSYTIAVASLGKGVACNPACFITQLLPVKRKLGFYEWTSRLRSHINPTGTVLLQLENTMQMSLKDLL
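Human spleen homogenate (1 ug) was the enzyme source, with 4-methylumbelliferyl-alpha-D-galactopyranoside (1 mM final) in pH 5.0 citrate buffer with 0.01% Tween-20. Compounds were titrated; after 40 min at 37C, NaOH/glycine stop, 4-MU fluorescence read; AC50 from Hill fits.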
ALDH1A1 inh: inhibitors of human aldehyde dehydrogenase 1A1; P00352; Purified ALDH1A1, NADH fluorescence, propionaldehyde substrate; Potency, µM (titrated, usually from 75.3 µM), for inactives: top-dose activity, negative = inhibition, actives largely listed as inhibitors; 220,000 compounds, 7.3% hits; AID 1030; active means well fitted inhibition curve with a large enough effect, not every such curve was filed as active; inconclusive means small, poorly fitted or top-dose-only effect, or another doubt; inactive means no such curve, though single readings can be large or run the other way;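 further: plate controls were no enzyme wells and a reference inhibitor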
Target sequence (P00352 whole entry, looked up): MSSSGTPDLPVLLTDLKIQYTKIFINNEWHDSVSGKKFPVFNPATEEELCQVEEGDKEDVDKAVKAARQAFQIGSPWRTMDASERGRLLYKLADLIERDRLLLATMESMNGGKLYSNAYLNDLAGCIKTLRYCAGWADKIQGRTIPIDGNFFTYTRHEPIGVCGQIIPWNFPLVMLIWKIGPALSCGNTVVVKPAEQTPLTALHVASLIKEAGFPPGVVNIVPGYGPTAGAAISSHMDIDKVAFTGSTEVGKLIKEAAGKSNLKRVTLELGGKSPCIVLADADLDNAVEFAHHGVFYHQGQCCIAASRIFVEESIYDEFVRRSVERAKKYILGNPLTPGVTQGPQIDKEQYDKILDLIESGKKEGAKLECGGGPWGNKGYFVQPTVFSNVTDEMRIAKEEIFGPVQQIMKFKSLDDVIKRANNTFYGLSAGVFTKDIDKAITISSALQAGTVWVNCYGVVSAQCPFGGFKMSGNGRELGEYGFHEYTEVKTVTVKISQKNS
aGlu spleen mod: inhibits or activates alpha-glucosidase in human spleen homogenate; 240,000 compounds, 0.006% hits; Potency, µM (highest dose often 79.9 µM), without a hit: at the top dose activity change, negative = inhibition, hits mostly inhibitors; P10253; human spleen homogenate, 4-MU-alpha-glucoside fluorescence;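 further: 0% = enzyme with vehicle and -100% = no enzyme basal signal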
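Human spleen homogenate (1 ug) with 4-methylumbelliferyl-alpha-D-glucopyranoside (1 mM final) in 50 mM citrate/phosphate pH 5.0, 0.01% Tween-20; 40 min at 37 C. Stopped at pH 10; 4-MU fluorescence Ex 365/Em 440 nm; AC50 by Hill fit.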
Tau fluor counter: counter-screen for tau fibril formation inhibitors; Potency, µM (top dose mostly 57.7 µM), without a hit: top-dose activity change, negative = decrease; tau K18 P301L Alexa594 fluorescence, heparin fibrillization; 280,000 compounds, 0.93% hits; further: on the % scale 0 is the no-effect control and ±100 the full control effect; nearly all actives have a fitted effect of over 55% in size
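Human tau K18 P301L (15 uM unlabeled, 0.24 uM Alexa 594-labeled) in 100 mM sodium acetate pH 7 with 20 uM heparin, 6 hr at 37 C. ThT 30 uM added, 1 hr ambient; Alexa 594 FP and total fluorescence read at 555/632 nm.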
Active calls of the source: *; [ ] = another dose, or the depositor's remark. Unless noted, the call rests on the fitted dose curve; in most records, active means well fitted curve in the direction sought with a large enough effect; inconclusive means small, poorly fitted or top-dose-only effect, or another doubt; inactive means no such curve, though single readings can be large; an effect the other way counts as inactive or inconclusive. Potency means the concentration at half of the fitted maximal effect. The list is partial. The share of hits here may be higher or lower than overall.

How did CN(C)c1nc(Oc2ccc(=O)n(C)n2)nc(N2CCOCC2)n1 do in these assays?
NPSR antagonist: -2.7%[46.1 µM]; GAA inh: -9.3%; Epigenetic derep: 0.0%; GAA glycogen mod: 5.1%; aGal spleen mod: 8.0%; ALDH1A1 inh: 1.1%; aGlu spleen mod: -15.1%; Tau fluor counter: -2.2%

Results for COc1ccc(Cn2c(CCC(=O)O)nc3cccnc32)cc1 ?
NPSR antagonist: 0.3%[46.1 µM]; GAA inh: -5.3%; Epigenetic derep: -0.1%; GAA glycogen mod: 5.5%; aGal spleen mod: 0.8%; ALDH1A1 inh: 13.9%; aGlu spleen mod: -10.3%; Tau fluor counter: -4.8%

What do the screens show for `COc1ccccc1CNC(=O)c1cc2c(C)nn(Cc3ccc(F)cc3)c2s1`?
NPSR antagonist: inconclusive; GAA inh: -6.1%; Epigenetic derep: -2.8%; GAA glycogen mod: -8.3%; aGal spleen mod: -4.8%; ALDH1A1 inh: -6.7%; aGlu spleen mod: -3.9%; Tau fluor counter: -27.2%

What do the screens show for `Brc1ccc(CNCc2cccs2)cc1`?
NPSR antagonist: 17.2%; GAA inh: 3.3%; Epigenetic derep: -1.9%; GAA glycogen mod: 9.9%; aGal spleen mod: -17.1%; ALDH1A1 inh: 12.7%; aGlu spleen mod: -12.6%; Tau fluor counter: -11.8%

What do the screens show for `CCCCN1CCc2c([nH]c3c(C)cccc23)C1=O`?
NPSR antagonist: -16.8%[46.1 µM]; GAA inh: -0.6%; Epigenetic derep: 5.7%; GAA glycogen mod: -0.9%; aGal spleen mod: 1.0%; ALDH1A1 inh: inconclusive; aGlu spleen mod: 2.7%; Tau fluor counter: 6.4%

What do the screens show for `CS(=O)(=O)N1CCC(C(=O)Nc2cccc(C(F)(F)F)c2)CC1`?
NPSR antagonist: -3.9%[46.1 µM]; GAA inh: -5.1%; Epigenetic derep: 2.5%; GAA glycogen mod: 7.6%; aGal spleen mod: 3.9%; ALDH1A1 inh: 8.1%; aGlu spleen mod: 0.7%; Tau fluor counter: -6.4%

How did COC(=O)c1ccccc1N/C=C1\CCc2c(c(C)nn2-c2ccccn2)C1=O do in these assays?
NPSR antagonist: -21.0%[46.1 µM]; GAA inh: -1.4%; Epigenetic derep: 7.5%; GAA glycogen mod: -13.0%; aGal spleen mod: -11.0%; ALDH1A1 inh: inconclusive; aGlu spleen mod: -7.0%; Tau fluor counter: inconclusive

What do the screens show for `CN(C)CCNC(=O)NC1CCCCC1`?
NPSR antagonist: 0.0%[46.1 µM]; GAA inh: -3.4%; Epigenetic derep: -2.7%; GAA glycogen mod: 13.0%; aGal spleen mod: -0.2%; ALDH1A1 inh: -10.0%; aGlu spleen mod: 7.1%; Tau fluor counter: 7.7%

Results for CCC(CC)NCc1ccc2c(c1)c1ccccc1n2CC ?
NPSR antagonist: 32.9%; GAA inh: inconclusive; Epigenetic derep: 2.6%; GAA glycogen mod: -2.8%; aGal spleen mod: -17.0%; ALDH1A1 inh: 20µM*; aGlu spleen mod: 2.4%; Tau fluor counter: 3.5%

Results for O=C(Nn1c(SCc2ccc([N+](=O)[O-])cc2)nc2ccccc2c1=O)c1ccc(F)cc1 ?
NPSR antagonist: -28.6%[46.1 µM]; GAA inh: -1.1%; Epigenetic derep: 1.3%; GAA glycogen mod: 3.9%; aGal spleen mod: -3.2%; ALDH1A1 inh: 6.0%; aGlu spleen mod: -2.4%; Tau fluor counter: 7.4%

What do the screens show for `Cc1cccc(-n2c(C)nc3c(cnn3-c3ccc(F)cc3)c2=O)c1`?
NPSR antagonist: -14.5%[46.1 µM]; GAA inh: 6.5%; Epigenetic derep: -1.1%; GAA glycogen mod: 3.4%; aGal spleen mod: -1.1%; ALDH1A1 inh: inconclusive; aGlu spleen mod: -0.2%; Tau fluor counter: -2.4%

Results for CC1Cc2ccccc2N1CC(=O)Nc1ccc(N2CCOCC2)cc1 (stereo unspecified) ?
NPSR antagonist: -3.1%; GAA inh: 8.1%; Epigenetic derep: -0.2%; GAA glycogen mod: 19.5%; aGal spleen mod: 2.2%; ALDH1A1 inh: 7.2%; aGlu spleen mod: 2.0%; Tau fluor counter: -14.4%

How did O=C(CSc1cccc(C(F)(F)F)c1)Nc1cc(S(=O)(=O)N2CCCC2)ccc1Cl do in these assays?
NPSR antagonist: -36.3%; GAA inh: -10.6%; Epigenetic derep: -1.8%; GAA glycogen mod: -19.3%; aGal spleen mod: 9.9%; ALDH1A1 inh: inconclusive; aGlu spleen mod: -4.5%; Tau fluor counter: -25.6%

What do the screens show for `Cc1cc(C)cc(NC(=O)c2ccc(CSc3nnnn3C)cc2)c1`?
NPSR antagonist: -7.7%[46.1 µM]; GAA inh: -3.0%; Epigenetic derep: -4.0%; GAA glycogen mod: 6.7%; aGal spleen mod: 9.9%; ALDH1A1 inh: 6.8%; aGlu spleen mod: -2.4%; Tau fluor counter: -20.9%

How did Cc1ccc(C(=O)CCC2CCCCC2=O)cc1 (stereo unspecified) do in these assays?
NPSR antagonist: -7.7%[46.1 µM]; GAA inh: inconclusive; Epigenetic derep: -1.7%; GAA glycogen mod: -6.1%; aGal spleen mod: 9.8%; ALDH1A1 inh: -8.8%; aGlu spleen mod: -0.8%; Tau fluor counter: -14.9%

What do the screens show for `O=C(NC1CCCCC1)N1CCCCCCC1`?
NPSR antagonist: 14.2%[46.1 µM]; GAA inh: -2.6%; Epigenetic derep: 0.6%; GAA glycogen mod: -17.1%; aGal spleen mod: 5.4%; ALDH1A1 inh: 4.1%; aGlu spleen mod: -15.6%; Tau fluor counter: 0.0%

Results for CCn1c(SCC(=O)Nc2ccc(C(=O)OC)cc2)nc2cccnc21 ?
NPSR antagonist: 16.6%; GAA inh: -0.2%; Epigenetic derep: -1.0%; GAA glycogen mod: -9.8%; aGal spleen mod: -29.7%; ALDH1A1 inh: 1.0%; aGlu spleen mod: 0.1%; Tau fluor counter: -5.7%

How did C=C1SC(=Nc2ccccc2Cl)N(C(=O)c2sc3ccccc3c2Cl)C12CCCCC2 do in these assays?
NPSR antagonist: 53.5%; GAA inh: 1.9%; Epigenetic derep: 1.4%; GAA glycogen mod: 1.5%; aGal spleen mod: 9.0%; ALDH1A1 inh: -1.3%; aGlu spleen mod: 0.7%; Tau fluor counter: -15.7%

Results for COc1cc(/C=C2/NC(=O)N(Cc3ccccc3F)C2=O)cc(OC)c1O ?
NPSR antagonist: -19.8%; GAA inh: inconclusive; Epigenetic derep: -0.2%; GAA glycogen mod: inconclusive; aGal spleen mod: inconclusive; ALDH1A1 inh: 10µM*; aGlu spleen mod: -14.4%; Tau fluor counter: inconclusive

How did Cc1ccc(S(=O)(=O)N2CCCCC2)cc1NC(=O)Cc1c[nH]c2ccccc12 do in these assays?
NPSR antagonist: inconclusive; GAA inh: -8.5%; Epigenetic derep: 0.0%; GAA glycogen mod: -3.7%; aGal spleen mod: 4.9%; ALDH1A1 inh: -5.5%; aGlu spleen mod: 4.1%; Tau fluor counter: inconclusive

How did CCCCOC(=O)CSC1=C(C#N)C(c2cccnc2)C(C(=O)OCC)=C(c2ccccc2)N1 (stereo unspecified) do in these assays?
NPSR antagonist: inconclusive; GAA inh: -11.8%; Epigenetic derep: 0.0%; GAA glycogen mod: 0.5%; aGal spleen mod: -17.7%; ALDH1A1 inh: 11.0%; aGlu spleen mod: -3.3%; Tau fluor counter: -8.2%

What do the screens show for `CC(NC(=O)CCc1nnc(-c2ccc(-c3ccccc3)cc2)o1)c1nccs1` (stereo unspecified)?
NPSR antagonist: 11.7%; GAA inh: inconclusive; Epigenetic derep: -0.2%; GAA glycogen mod: -9.5%; aGal spleen mod: -6.8%; ALDH1A1 inh: -8.8%; aGlu spleen mod: -1.6%; Tau fluor counter: -0.8%

Results for CC(NC(=O)CCC(=O)c1ccc(F)cc1)C1CC2CCC1C2 (stereo unspecified) ?
NPSR antagonist: 1.1%; GAA inh: 0.0%; Epigenetic derep: -4.0%; GAA glycogen mod: -19.6%; aGal spleen mod: 5.0%; ALDH1A1 inh: -2.3%; aGlu spleen mod: -1.1%; Tau fluor counter: 3.8%

What do the screens show for `Cc1ccc(C(CC(N)=O)c2ccco2)cc1` (stereo unspecified)?
NPSR antagonist: -5.5%[46.1 µM]; GAA inh: -1.8%; Epigenetic derep: -0.8%; GAA glycogen mod: -0.2%; aGal spleen mod: -9.7%; ALDH1A1 inh: 4.7%; aGlu spleen mod: -7.5%; Tau fluor counter: 4.5%

Results for Cc1cc2oc(C(=O)NCCc3ccc(S(N)(=O)=O)cc3)c(C)c2cc1C ?
NPSR antagonist: -5.7%; GAA inh: -9.6%; Epigenetic derep: 2.6%; GAA glycogen mod: -6.6%; aGal spleen mod: 0.3%; ALDH1A1 inh: -4.4%; aGlu spleen mod: -0.7%; Tau fluor counter: -3.1%

How did CC(=O)c1nn(-c2cccc(Cl)c2)cc1C(=O)c1ccco1 do in these assays?
NPSR antagonist: -4.2%[46.1 µM]; GAA inh: 1.4%; Epigenetic derep: -0.9%; GAA glycogen mod: 5.5%; aGal spleen mod: 5.3%; ALDH1A1 inh: -5.8%; aGlu spleen mod: -11.8%; Tau fluor counter: -0.9%

Results for O=c1cc(-c2cccc(O)c2)oc2c(O)c(O)ccc12 ?
Epigenetic derep: 0.5%; aGal spleen mod: -4.5%; ALDH1A1 inh: inconclusive; aGlu spleen mod: 2.2%; Tau fluor counter: -25.9%

Results for O=C(Cc1noc2ccccc12)NNC(=S)Nc1ccccc1 ?
NPSR antagonist: -8.9%; GAA inh: 3.1%; Epigenetic derep: -2.9%; GAA glycogen mod: inconclusive; aGal spleen mod: 3.5%; ALDH1A1 inh: inconclusive; aGlu spleen mod: -2.1%; Tau fluor counter: 0.7%

How did Cc1occc(=O)c1OCc1c(F)cccc1Cl do in these assays?
NPSR antagonist: 12.5%; GAA inh: -0.8%; Epigenetic derep: -0.5%; GAA glycogen mod: 4.2%; aGal spleen mod: 4.0%; ALDH1A1 inh: 22.4%; aGlu spleen mod: 4.3%; Tau fluor counter: 3.9%
